Compound activity from PubChem.
INS-1E rescue = preserves ATP levels in cytokine-treated INS-1E cells | AID 488910 | actives 0.1% (n = 20,000) | INS-1E cytokine-induced death, ATP luminescence, 48 h; normalised: neutral wells 0, positive control 100 | protection from cytokine-induced ATP loss, % at 10 µM;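 active means mean replicate protection from cytokine-induced ATP loss at least 50% and at least 75% of replicates each reaching 50%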
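Assay system: INS-1E rat cells / Quantity: 8000 cells per well / Medium: RPMI without phenol red, 5% FBS / Probe or stimulus: three-cytokine cocktail (IFN-γ, TNF-α, IL-1β) / Dosing: one compound concentration, pin transfer / Timing: 48 h co-treatment, 10 min post-lysis read / Technique: CellTiter-Glo luminescence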
T cruzi HTS = blocks T. cruzi growth inside host cells. intracellular Trypanosoma cruzi in host cells, plate reader. activity score (inhibition), % at 5.01 µM. actives 4.9% (n = 22,000); in the data active means activity score above about 55%;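 further: parasites and compound incubated about four days before reading; 0% = median of neutral control wells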
Active calls of the source: *; nt = no result given. Not all compounds are listed; count on the stated rates, not on these rows.

Start of the listing, in advance, 5 compounds:
SMILES	INS-1E rescue	T cruzi HTS
Cc1noc(C)c1S(=O)(=O)Nc1ccc2c(c1)CC(=O)N([C@@H](C)CO)C[C@H](C)[C@@H](CN(C)Cc1ccccc1)O2	2	27
COc1ccc(S(=O)(=O)N(C)C[C@H]2Oc3ccc(NC(=O)CCN4CCOCC4)cc3CC(=O)N([C@@H](C)CO)C[C@H]2C)cc1	-1	-14
Cc1ccc(S(=O)(=O)Nc2cccc3c2O[C@@H](CN(C)Cc2ccc(C(=O)Nc4ccccc4N)cc2)[C@@H](C)CN([C@@H](C)CO)C3=O)cc1	8	64*
C[C@H](CO)N1C[C@H](C)[C@H](CN(C)S(=O)(=O)c2ccc(Cl)cc2)Oc2ccc(NS(=O)(=O)c3ccc(F)cc3)cc2CC1=O	-6	22
Cc1noc(C)c1NC(=O)N(C)C[C@H]1Oc2ccc(NC(=O)Nc3ccccc3)cc2C(=O)N([C@H](C)CO)C[C@@H]1C	9	-9

The listing, from the start:
SMILES	INS-1E rescue	T cruzi HTS
Cc1noc(C)c1S(=O)(=O)Nc1ccc2c(c1)CC(=O)N([C@@H](C)CO)C[C@H](C)[C@@H](CN(C)Cc1ccccc1)O2	2	27
COc1ccc(S(=O)(=O)N(C)C[C@H]2Oc3ccc(NC(=O)CCN4CCOCC4)cc3CC(=O)N([C@@H](C)CO)C[C@H]2C)cc1	-1	-14
Cc1ccc(S(=O)(=O)Nc2cccc3c2O[C@@H](CN(C)Cc2ccc(C(=O)Nc4ccccc4N)cc2)[C@@H](C)CN([C@@H](C)CO)C3=O)cc1	8	64*
C[C@H](CO)N1C[C@H](C)[C@H](CN(C)S(=O)(=O)c2ccc(Cl)cc2)Oc2ccc(NS(=O)(=O)c3ccc(F)cc3)cc2CC1=O	-6	22
Cc1noc(C)c1NC(=O)N(C)C[C@H]1Oc2ccc(NC(=O)Nc3ccccc3)cc2C(=O)N([C@H](C)CO)C[C@@H]1C	9	-9
CNC[C@@H]1Oc2ccc(NS(=O)(=O)c3ccc(C)cc3)cc2C(=O)N([C@@H](C)CO)C[C@@H]1C	0	-11
Cc1cc(C(=O)Nc2cccc3c2O[C@@H](CN(C)S(=O)(=O)c2ccccc2)[C@@H](C)CN([C@@H](C)CO)C3=O)n(C)n1	3	-18
C[C@@H]1CN([C@@H](C)CO)C(=O)c2cc(NC(=O)Cn3cnnn3)ccc2O[C@@H]1CN(C)Cc1ccc(C(=O)Nc2ccccc2N)cc1	-16	3
C[C@H]1CN([C@@H](C)CO)C(=O)c2cc(NC(=O)Nc3cccc4ccccc34)ccc2O[C@@H]1CN(C)C(=O)Nc1cccc2ccccc12	0	-10
C[C@@H]1CN([C@@H](C)CO)C(=O)c2cccc(NS(=O)(=O)c3ccccc3)c2O[C@@H]1CN(C)S(=O)(=O)c1ccc(F)cc1	9	17
C[C@@H]1CN([C@H](C)CO)C(=O)Cc2cc(NC(=O)Nc3cccc4ccccc34)ccc2O[C@H]1CN(C)C(=O)NC1CCCCC1	6	-1
C[C@@H]1CN([C@@H](C)CO)C(=O)c2cc(NS(=O)(=O)c3cn(C)cn3)ccc2O[C@H]1CN(C)Cc1ccc(Oc2ccccc2)cc1	-4	-62
COc1ccc(S(=O)(=O)Nc2ccc3c(c2)C(=O)N([C@H](C)CO)C[C@H](C)[C@@H](CN(C)S(=O)(=O)c2ccc(OC)cc2)OCCCC[C@@H](C)O3)cc1	-7	5
C[C@@H]1CN([C@H](C)CO)C(=O)c2cc(NS(=O)(=O)c3ccc(F)cc3)ccc2O[C@H]1CN(C)Cc1ccc(C(=O)O)cc1	9	-22
C[C@@H]1CN([C@H](C)CO)C(=O)Cc2cc(NS(=O)(=O)c3cn(C)cn3)ccc2O[C@H]1CN(C)Cc1ccc(Oc2ccccc2)cc1	13	-31
C[C@@H]1CN([C@@H](C)CO)C(=O)c2cccc(NS(=O)(=O)c3cccs3)c2O[C@@H]1CN(C)C(=O)Nc1ccccc1	1	5
C[C@H](CO)N1C[C@H](C)[C@H](CN(C)Cc2ccc(Oc3ccccc3)cc2)Oc2c(NC(=O)C3CCOCC3)cccc2C1=O	-9	7
C[C@@H]1CN([C@H](C)CO)C(=O)Cc2cc(NC(=O)C3CC3)ccc2O[C@H]1CN(C)Cc1ccc2c(c1)OCO2	7	14
COc1ccc(CN(C)C[C@H]2Oc3ccc(NS(=O)(=O)c4ccc(C)cc4)cc3C(=O)N([C@@H](C)CO)C[C@@H]2C)cc1	nt	9
Cc1ccc(S(=O)(=O)Nc2cccc3c2O[C@@H](CN(C)Cc2ccccc2)[C@H](C)CN([C@H](C)CO)C3=O)cc1	-2	2

(further entries)
SMILES	INS-1E rescue	T cruzi HTS
Cc1ccc(S(=O)(=O)Nc2cccc3c2O[C@@H](CN(C)C(=O)Nc2ccc4c(c2)OCO4)[C@H](C)CN([C@@H](C)CO)C3=O)cc1	7	-10
COc1ccc(S(=O)(=O)N(C)C[C@@H]2Oc3c(NS(=O)(=O)c4cccs4)cccc3C(=O)N([C@H](C)CO)C[C@@H]2C)cc1	2	-21
C[C@H](CO)N1C[C@H](C)[C@@H](CN(C)C(=O)Nc2cccc3ccccc23)Oc2c(NC(=O)c3cnccn3)cccc2C1=O	4	3
C[C@@H]1CN([C@@H](C)CO)C(=O)c2cc(NC(=O)C3CC3)ccc2O[C@H]1CN(C)Cc1ccc(C(=O)Nc2ccccc2N)cc1	-11	18
Cc1noc(C)c1NC(=O)N(C)C[C@H]1Oc2c(NC(=O)Nc3ccccc3)cccc2C(=O)N([C@H](C)CO)C[C@H]1C	3	-12
COc1ccc(CN(C)C[C@H]2Oc3ccc(NC(=O)Nc4c(C)noc4C)cc3C(=O)N([C@@H](C)CO)C[C@H]2C)cc1	-13	-25
C[C@H](CO)N1C[C@H](C)[C@H](CN(C)Cc2ccc(C(F)(F)F)cc2)Oc2c(NC(=O)c3nc4ccccc4s3)cccc2C1=O	-79	67*
C[C@@H]1CCCCO[C@@H](CN(C)Cc2ccc(C(F)(F)F)cc2)[C@@H](C)CN([C@H](C)CO)C(=O)c2cc(NC(=O)Nc3ccc(F)cc3)ccc2O1	-4	79*
C[C@@H]1CN([C@H](C)CO)C(=O)Cc2cc(NC(=O)Nc3ccc4c(c3)OCO4)ccc2O[C@@H]1CN(C)C(=O)NC1CCCCC1	8	-18
C[C@@H]1CN([C@@H](C)CO)C(=O)Cc2cc(N(C)C)ccc2O[C@@H]1CN(C)C(=O)Nc1ccc(F)cc1	-5	-3
C[C@@H]1CN([C@H](C)CO)C(=O)Cc2cc(NC(=O)Nc3ccc(F)cc3)ccc2O[C@H]1CN(C)Cc1ccc(-c2ccccc2)cc1	-72	74*
C[C@@H]1CN([C@@H](C)CO)C(=O)Cc2cc(NS(=O)(=O)c3ccc(Cl)cc3)ccc2O[C@@H]1CN(C)C(=O)Nc1ccc2c(c1)OCO2	8	-4
C[C@@H]1CN([C@@H](C)CO)C(=O)Cc2cc(NS(=O)(=O)c3ccc(Cl)cc3)ccc2O[C@@H]1CN(C)S(=O)(=O)c1ccc(Cl)cc1	-5	67*
COc1ccc(NC(=O)N(C)C[C@H]2Oc3ccc(NS(C)(=O)=O)cc3C(=O)N([C@H](C)CO)C[C@@H]2C)cc1	2	-13
C[C@H](CO)N1C[C@H](C)[C@@H](CN(C)Cc2ccc(-c3ccccc3)cc2)Oc2ccc(NC(=O)NC3CCCCC3)cc2C1=O	-9	2
C[C@H](CO)N1C[C@H](C)[C@@H](CN(C)CC2CCCCC2)Oc2c(NS(=O)(=O)c3ccc(F)cc3)cccc2C1=O	2	-5
O=C(N/N=C/c1c(O)cc(O)cc1O)c1ccccc1O	-13	-4
C[C@@H]1CN([C@H](C)CO)C(=O)c2cc(NC(=O)Nc3cccc4ccccc34)ccc2O[C@@H]1CN(C)Cc1ccccc1	-23	9
C[C@@H]1CN([C@@H](C)CO)C(=O)c2cccc(NC(=O)c3ccc(-c4nccs4)cc3)c2O[C@H]1CN(C)Cc1ccc2c(c1)OCO2	-11	24
Cc1ccc(S(=O)(=O)Nc2ccc3c(c2)C(=O)N([C@H](C)CO)C[C@H](C)[C@@H](CN(C)S(=O)(=O)c2ccc(C)cc2)O3)cc1	4	9

(listing goes on)
| Compound | INS-1E rescue | T cruzi HTS |
| --- | --- | --- |
| Cc1ccc(S(=O)(=O)Nc2cccc3c2O[C@H](CN(C)Cc2ccc(Cl)c(Cl)c2)[C@H](C)CN([C@H](C)CO)C3=O)cc1 | -25 | 40 |
| COc1ccc(NC(=O)Nc2ccc3c(c2)C(=O)N([C@H](C)CO)C[C@H](C)[C@@H](CN(C)Cc2ccc(Cl)c(Cl)c2)O3)cc1 | -8 | 5 |
| COc1ccc(CN(C)C[C@@H]2Oc3c(NC(=O)Nc4ccc(F)cc4)cccc3C(=O)N([C@@H](C)CO)C[C@H]2C)cc1 | -4 | 37 |
| C[C@H](CO)N1C[C@H](C)[C@H](CN(C)C(=O)Nc2cccc3ccccc23)Oc2ccc(NS(=O)(=O)c3ccccc3)cc2CC1=O | 3 | 2 |
| C[C@@H]1CN([C@@H](C)CO)C(=O)c2cccc(NS(=O)(=O)c3ccc(F)cc3)c2O[C@@H]1CN(C)CC1CC1 | -3 | -8 |
| Cc1noc(C)c1NC(=O)Nc1ccc2c(c1)C(=O)N([C@H](C)CO)C[C@@H](C)[C@H](CN(C)C(=O)Nc1ccccc1)O2 | 8 | 2 |
| Cc1noc(C)c1NC(=O)N(C)C[C@H]1Oc2ccc(NC(=O)Cc3ccccc3)cc2C(=O)N([C@@H](C)CO)C[C@H]1C | 4 | -30 |
| CC(C)NC(=O)Nc1ccc2c(c1)C(=O)N([C@H](C)CO)C[C@H](C)[C@@H](CN(C)S(=O)(=O)c1cn(C)cn1)O2 | 5 | -13 |
| COc1ccc(NC(=O)N(C)C[C@@H]2Oc3ccc(N(C)C)cc3C(=O)N([C@@H](C)CO)C[C@H]2C)cc1 | 1 | 9 |
| Cc1noc(C)c1NC(=O)N(C)C[C@@H]1OCCCC[C@@H](C)Oc2ccc(NS(=O)(=O)c3ccc(Cl)cc3)cc2C(=O)N([C@H](C)CO)C[C@@H]1C | -4 | -12 |
| C[C@@H]1CN([C@H](C)CO)C(=O)c2cccc(NC(=O)C3CCOCC3)c2O[C@@H]1CN(C)S(=O)(=O)c1ccc(Cl)cc1 | 8 | 1 |
| Cc1ccc(S(=O)(=O)Nc2cccc3c2O[C@@H](CN(C)Cc2ccc(Oc4ccccc4)cc2)[C@H](C)CN([C@H](C)CO)C3=O)cc1 | 2 | 28 |
| C[C@@H]1CN([C@H](C)CO)C(=O)c2cccc(NC(=O)c3ccncc3)c2O[C@H]1CN(C)CC1CCCCC1 | -3 | 84* |
| C[C@H](CO)N1C[C@H](C)[C@H](CN(C)Cc2ccc3c(c2)OCO3)Oc2ccc(NC(=O)Nc3cccc4ccccc34)cc2C1=O | -19 | 61* |
| O=C(NO)c1cccc(C(=O)N/N=C/c2cccc(Oc3ccccc3)c2)c1 | -6 | -25 |
| C[C@@H]1CN([C@H](C)CO)C(=O)c2cc(NC(=O)CCN3CCOCC3)ccc2O[C@H]1CN(C)Cc1ccc(-c2ccccc2)cc1 | nt | -13 |
| C[C@@H]1CN([C@@H](C)CO)C(=O)CCCn2cc(nn2)CO[C@H]1CN(C)S(=O)(=O)c1ccc2ccccc2c1 | nt | -13 |
| Cc1noc(C)c1NC(=O)N(C)C[C@H]1Oc2ccc(NS(=O)(=O)c3cn(C)cn3)cc2C(=O)N([C@@H](C)CO)C[C@H]1C | -12 | -6 |
| CC1=C(C/C=N/NC(=O)c2cccc(C(=O)NO)c2)C(C)(C)CCC1 | -5 | 5 |
| Cc1ccc(S(=O)(=O)N(C)C[C@H]2OCCCC[C@@H](C)Oc3ccc(NC(=O)Nc4ccc(C(F)(F)F)cc4)cc3C(=O)N([C@H](C)CO)C[C@@H]2C)cc1 | -61 | 64* |
| Cc1ccc(S(=O)(=O)N(C)C[C@@H]2Oc3c(NS(=O)(=O)c4ccc(F)cc4)cccc3C(=O)N([C@H](C)CO)C[C@@H]2C)cc1 | -1 | 16 |
| COc1ccc(NC(=O)N(C)C[C@@H]2Oc3ncc(-c4ccc(OC)cc4)cc3C(=O)N([C@H](C)CO)C[C@@H]2C)cc1 | nt | 29 |
| C[C@H](CO)N1C[C@H](C)[C@@H](CN(C)Cc2ccccc2)Oc2ccc(NS(=O)(=O)c3cn(C)cn3)cc2C1=O | 5 | -14 |
| C[C@H](CO)N1C[C@H](C)[C@@H](CN(C)Cc2ccc(-c3ccccc3)cc2)Oc2c(NC(=O)Nc3ccc4c(c3)OCO4)cccc2C1=O | -9 | -17 |
| COc1ccc(NC(=O)N(C)C[C@H]2Oc3c(NS(C)(=O)=O)cccc3C(=O)N([C@H](C)CO)C[C@@H]2C)cc1 | 8 | -30 |
| C[C@@H]1CN([C@H](C)CO)C(=O)Cc2cc(NC(=O)Cc3cn(C)c4ccccc34)ccc2O[C@@H]1CN(C)Cc1ccc(-c2ccccc2)cc1 | -19 | 52 |
| C[C@@H]1CN([C@@H](C)CO)C(=O)c2cc(NC(=O)Nc3ccc4c(c3)OCO4)ccc2O[C@H]1CN(C)S(=O)(=O)c1cn(C)cn1 | 0 | -1 |

2 entries drawn at random from those above, as already listed:
| Compound | INS-1E rescue | T cruzi HTS |
| --- | --- | --- |
| C[C@@H]1CN([C@@H](C)CO)C(=O)c2cc(NC(=O)Nc3ccc4c(c3)OCO4)ccc2O[C@H]1CN(C)S(=O)(=O)c1cn(C)cn1 | 0 | -1 |
| C[C@@H]1CN([C@@H](C)CO)C(=O)c2cccc(NS(=O)(=O)c3cccs3)c2O[C@@H]1CN(C)C(=O)Nc1ccccc1 | 1 | 5 |
